# High-throughput results as filed in PubChem.
# MBD2 DNA inh: inhibitors of MBD2 binding to methylated DNA, primary screen, biochemical, TR-FRET, DNA-binding domain, human; Methyl-CpG-binding domain protein 2 (Homo sapiens), Q9UBB5; MBD2 binding to methylated oligonucleotide; inhibition, % at 4.4 µM; 0.31% of 370,000 active; AID 686964, 2013; in the data active = inhibition above about 13%
# LEDGF integ inh: blockers of LEDGF/p75-dependent integrase strand transfer – biochemical, TR-FRET, high throughput, primary screen; HIV-1 integrase (with human LEDGF/p75); TR-FRET IN-LEDGF/p75 DNA integration, Eu/Cy5; inhibition, % at 3.7 µM; 0.64% of 370,000 active; AID 743269, 2014;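 active = inhibition above the screen-wide mean plus 3 SD, cut at about 13% in these data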;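 note: signal is the Cy5 over europium emission ratio at 671 and 618 nm; 0% = plate median of compound wells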
# PRMT1 inh: PRMT1 methyltransferase inhibitors, primary screen, biochemical, fluorescence polarization; inhibition, % at 2.79 µM; recombinant PRMT1, activity-based probe fluorescence polarization; 1.3% of 370,000 active;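 active = inhibition above about 21% made by adding two undisclosed values, limit read from the data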
# Target sequence (Q99873 whole entry, looked up): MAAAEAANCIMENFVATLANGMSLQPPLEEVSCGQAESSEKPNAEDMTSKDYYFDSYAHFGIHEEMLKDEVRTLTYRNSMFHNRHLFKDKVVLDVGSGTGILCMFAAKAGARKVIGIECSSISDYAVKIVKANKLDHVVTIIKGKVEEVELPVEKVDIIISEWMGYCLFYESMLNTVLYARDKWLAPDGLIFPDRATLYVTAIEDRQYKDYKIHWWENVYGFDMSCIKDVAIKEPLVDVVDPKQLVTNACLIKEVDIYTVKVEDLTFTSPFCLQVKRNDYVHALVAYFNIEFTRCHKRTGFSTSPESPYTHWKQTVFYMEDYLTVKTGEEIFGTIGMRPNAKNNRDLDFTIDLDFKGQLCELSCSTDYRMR
# HTRA1 inh: HTRA1 serine protease inhibitors, primary screen, biochemical, fluorescence polarization, HTS. AID 504803, 2011. Q92743. 0.5% of 340,000 active. inhibition, % at 5.96 µM. recombinant HTRA1, FP-rhodamine activity-based probe; in the data active = inhibition above about 36%;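 note: 0% = enzyme with DMSO and 100% = wells lacking enzyme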
# TDP2 inh: human TDP2 enzyme inhibitors, primary screen, biochemical, epi absorbance, recombinant enzyme; Tyrosyl-DNA phosphodiesterase 2 (Homo sapiens), O95551; T5PNP hydrolysis, p-nitrophenol absorbance 415 nm; inhibition, % at 12.8 µM; 0.34% of 370,000 active; AID 720702, 2013;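 active = inhibition above the mean of all tested compounds plus 3 SD, set per campaign, cut at about 25% in these data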;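 note: 0% = DMSO with enzyme and 100% = buffer with substrate but no TDP2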
# Target sequence (O95551 whole entry, looked up): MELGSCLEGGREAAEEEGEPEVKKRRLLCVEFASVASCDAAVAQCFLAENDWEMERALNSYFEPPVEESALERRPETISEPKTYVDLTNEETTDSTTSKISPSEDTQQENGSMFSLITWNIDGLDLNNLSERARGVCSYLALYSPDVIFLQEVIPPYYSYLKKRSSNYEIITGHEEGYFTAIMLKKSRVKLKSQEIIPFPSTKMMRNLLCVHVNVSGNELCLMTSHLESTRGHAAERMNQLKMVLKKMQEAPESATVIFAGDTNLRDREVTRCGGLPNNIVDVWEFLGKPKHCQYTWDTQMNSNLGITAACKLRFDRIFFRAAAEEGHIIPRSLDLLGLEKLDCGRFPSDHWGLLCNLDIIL
#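 Read-out basis: percent inhibition. System: recombinant human TDP2. Buffer or medium: Mg2+-containing Tris-HCl buffer, pH 7.5. Repeats: single replicate. Timing: reaction 2 h, 37 °C. Benchmarks: high control without enzyme, low control DMSO plus TDP2. Probe or stimulus: 5 mM T5PNP. Doses: 12.8 µM only. Measured by: epi absorbance of p-nitrophenol freed from T5PNP by hydrolysis.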
# GC-B act: human GC-B receptor activators, primary screen, HEK293 GC-B cells, cGMP TR-FRET, EC30 CNP | Atrial natriuretic peptide receptor 2 (Homo sapiens), P20594 | 0% at EC30 CNP, 100% saturating CNP | activation, % at 10 µM | 0.11% of 370,000 active | AID 1920062, 2024;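 active = activation at 10 µM reaching about 35% in either raw or pattern-adjusted values, limit read from the data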
# mABHD4 FP: ABHD4 inhibitors, primary screen, biochemical, fluorescence polarization, mouse; (Lyso)-N-acylphosphatidylethanolamine lipase (Mus musculus), Q8VD66; purified mABHD4, FP-Rh probe fluorescence polarization; inhibition, % at 8.92 µM; 0.54% of 370,000 active; AID 720543, 2013;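 active = inhibition exceeding the mean over every tested compound plus 3 SD, cut at about 30% in these data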;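 note: 0% = plate median of compound wells and 100% = S159A mutant with DMSO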
# Target sequence (Q8VD66 whole entry, looked up): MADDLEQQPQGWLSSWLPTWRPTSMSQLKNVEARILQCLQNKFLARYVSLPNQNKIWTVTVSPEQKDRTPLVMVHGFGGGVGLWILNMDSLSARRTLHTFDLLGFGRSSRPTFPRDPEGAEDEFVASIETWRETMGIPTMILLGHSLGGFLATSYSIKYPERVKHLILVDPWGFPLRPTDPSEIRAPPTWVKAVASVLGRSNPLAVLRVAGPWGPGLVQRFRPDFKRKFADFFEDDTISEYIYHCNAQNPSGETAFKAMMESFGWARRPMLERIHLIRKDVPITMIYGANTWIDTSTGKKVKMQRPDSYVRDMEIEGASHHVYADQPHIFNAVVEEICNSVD
#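 Assay system: mouse ABHD4 enzyme, wild type / Also added: fluorescent activity-based probe FP-Rh / Doses: single nominal dose of 8.92 µM, 0.89% DMSO final / Timing: 45 min compound pre-incubation plus 60 min probe step, 25 °C / Signal: FP readout, ex 525 nm / em 598 nm / Control set: S159A mutant/DMSO as 100%, compound-well median as 0%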
# TCR-CD3 inh: inhibitors of human TCR-CD3 interaction, primary screen, biochemical, fluorescence, TAMRA-labeled TCR probe; T-cell receptor (TCR); inhibition, % at 9.4 µM; 0.37% of 360,000 active; AID 651800, 2012; in the data active = inhibition above about 19%;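 note: recombinant mutant TCR 2C K166C tagged with TAMRA read by polarization; 0% = receptor in buffer alone and 100% = receptor with positive control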
# SIAE primary: human SIAE inhibitors, primary screen, biochemical, fluorescence polarization, FP-Rh probe, 1536-well HTS | Sialate O-acetylesterase (Homo sapiens), Q9HAT2 | SIAE FP-Rh probe binding | inhibition, % at 9.66 µM | 0.69% of 370,000 active | AID 1053197, 2014;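 active = inhibition above a cutoff: mean of compounds within the control limits plus 3 SD of those, cut at about 17% in these data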;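 note: 0% = plate median of compound wells and 100% = probe without SIAE protein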
# rCAG RNA binder: binders of r(CAG) RNA repeats, primary screen, biochemical, fluorescence; 1.3% of 370,000 active; AID 651821, 2012; r(CAG) RNA repeat, TO-PRO-1 dye displacement fluorescence; inhibition, % at 3 µM;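 active = inhibition above the plate cutoff, the mean of all test compounds on that plate plus 3 SD, cut at about 35% in these data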;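 note: 0% = DMSO alone and 100% = 100 µM mitoxantrone as full dye displacement; higher means more dye released from RNA so lower well fluorescence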
# Active calls of the source: *; nt = not tested or not shown. These rows are one share of the data, so the mix of outcomes need not match the whole.
SMILES,MBD2 DNA inh,LEDGF integ inh,PRMT1 inh,HTRA1 inh,TDP2 inh,GC-B act,mABHD4 FP,TCR-CD3 inh,SIAE primary,rCAG RNA binder
C[C@H]1CN[C@H](CCO)/C1=C\c1ccccc1,-1,-1,-4,0,1,1,-4,2,-2,4
CC(=O)N1CCC(O)(c2cccc(C(F)(F)F)c2)CC1,1,0,1,4,-3,0,0,0,2,2
Cc1ccc(NC(=O)NC2CCCCC2)cc1Cl,-2,1,-1,0,10,0,-5,-2,0,-3
CC(=O)OC1CCC2C3CCC4=C(CC(F)C(=O)C4)C3CCC12C (stereo unspecified),-4,7,-5,-27,3,-2,-15,-2,1,0
CC1CCCN(S(=O)(=O)c2ccc3c(c2)c(=O)nc2ccccn23)C1 (stereo unspecified),3,-2,2,2,-3,-2,2,11,0,0
CC(=NC1CCCC1)c1c(C)[nH]n(-c2nc3ccccc3s2)c1=O,1,-3,-3,-11,0,4,-12,4,-8,-2
COc1cc(OC)c(C=Cc2ccncn2)c(OC)c1,-2,-3,2,2,-5,-1,4,-2,1,4
Nc1cc(=O)n(Cc2ccccc2)c(=O)n1-c1ccc(Cl)cc1,-4,2,-3,6,-8,3,-3,1,1,4
COc1ccccc1-c1c(C)nn2c(N3CCC4(CC3)OCCO4)cc(C)nc12,-3,-2,-2,0,-9,-8,-1,8,-2,-6
COC(=O)c1c(NC(=O)c2c(Cl)cnn2C)sc(C)c1C,0,0,2,1,-12,-5,2,-7,-1,4
Cc1onc(-c2ccccc2)c1C(=O)N1CCCC(C)(C(=O)NS(=O)(=O)C2CC2)C1 (stereo unspecified),2,1,-2,nt,6,3,-2,5,-3,1
CCOc1ccc(S(=O)(=O)Nc2ccn(C)n2)cc1,7,-3,2,5,0,3,0,-7,4,0
COc1ccc(C(=O)Nc2ccc(S(=O)(=O)N3CCCC3)cc2)cc1,-5,-2,-1,-9,-11,6,-4,7,-7,3
O=S(=O)(NCc1ccccc1)c1ccccc1NCCc1ccccc1,0,-4,-1,-37,-10,-2,-27,5,-12,1
CCOc1ccc(-c2ccc(NS(=O)(=O)c3ccc([N+](=O)[O-])cc3)cc2)nn1,-6,2,-5,-1,-1,-1,10,3,2,30

# 2 entries drawn at random from those above:
SMILES,MBD2 DNA inh,LEDGF integ inh,PRMT1 inh,HTRA1 inh,TDP2 inh,GC-B act,mABHD4 FP,TCR-CD3 inh,SIAE primary,rCAG RNA binder
C[C@H]1CN[C@H](CCO)/C1=C\c1ccccc1,-1,-1,-4,0,1,1,-4,2,-2,4
COc1ccc(C(=O)Nc2ccc(S(=O)(=O)N3CCCC3)cc2)cc1,-5,-2,-1,-9,-11,6,-4,7,-7,3

# Next part
SMILES,MBD2 DNA inh,LEDGF integ inh,PRMT1 inh,HTRA1 inh,TDP2 inh,GC-B act,mABHD4 FP,TCR-CD3 inh,SIAE primary,rCAG RNA binder
COC(=O)[C@@]1(Cc2ccc(OC)cc2)[C@H]2c3cc(C(=O)N4CCCC4)n(CCc4c[nH]c5ccccc45)c3C[C@H]2CN1C(=O)c1ccccc1,5,1,1,nt,4,-2,13,8,0,13
Cc1c(C(=O)NC2CCCc3ccccc32)oc2ccc(S(=O)(=O)N3CCCC3)cc12 (stereo unspecified),-3,0,-1,3,4,-3,-7,4,-2,4
COc1ccc(S(=O)(=O)N2CCCCCC2)cc1C(=O)N(C)Cc1ccc(OC)c(OC)c1OC,6,-3,1,-3,-5,-9,8,1,-7,-9
O=C(NC1CCCC1)C(c1ccc(N2CCOCC2)cc1)N(C(=O)c1ccco1)c1ccccc1F (stereo unspecified),-6,5,1,-5,2,-1,2,3,2,-3
COc1cccc(CN2CCNC(=O)C2CC(=O)N(C)CC2CCOCC2)c1OC (stereo unspecified),2,4,-1,3,3,-2,3,2,4,-3
CCC(=O)Oc1ccc(C(=O)Nc2ccccc2C(=O)NCC(C)C)cc1,-1,-2,-1,-6,-4,-3,-7,-2,-7,-10
COc1ccc(NC(=O)CCCNC(=O)Cn2cnc3sc(C)c(C)c3c2=O)cc1Cl,8,-9,4,-2,-9,-6,-14,-5,-8,-1
COc1ccc(/C=C2\CCc3ccccc3C2=O)cc1OC,1,1,3,-12,-6,3,2,2,8,-5
C[C@@H]1CN([C@@H](C)CO)C(=O)c2cc(Br)cnc2O[C@H]1CN(C)C(=O)CCN1CCCCC1,-1,1,-2,-3,11,6,3,0,4,2
Cc1ccc2[nH]c(=O)c(CN(CC3CCCO3)C(=O)c3ccncc3)cc2c1 (stereo unspecified),-3,-3,1,1,-2,-1,5,14,-3,3
Cc1ccsc1C(=O)OCC(=O)NC1CCCC1,4,2,4,0,-3,-3,0,-1,2,5
O=C(COC(=O)c1cc(S(=O)(=O)N2CCOCC2)ccc1O)NCCc1ccccc1,0,1,0,4,8,3,4,4,-6,4
CCCC(C)C(=O)Nc1cc([N+](=O)[O-])ccc1Cl (stereo unspecified),-1,-4,-3,4,5,4,1,3,4,0
Clc1ccc(-c2nnc(-c3ccccc3)nc2-c2c[nH]c3ccccc23)cc1,0,3,1,-3,-5,-5,0,-5,-6,9
O=C(Nc1ccc(C2=CN(Cc3ccccc3)CCC2=O)cc1)OCc1ccccc1,0,0,-2,-5,2,-2,2,-2,-1,-10
O=C(CC1C[C@H](C(=O)N2CCCCC2)[C@@]2(CCc3ccccc3)c3[nH]c4ccccc4c3CCN2C1=O)NCCCn1ccnc1 (stereo partly specified),0,0,0,-11,8,-6,5,-6,2,5
COC(=O)[C@H](C)NC(=O)Nc1cc(OC)ccc1OC,-6,6,3,0,-10,2,-2,-8,5,1
Nc1nc(N)c(Br)c(Nc2ccc(Cl)c(Cl)c2)n1,-7,5,2,-6,-15,1,-8,-5,-7,3
O=C1CC2(CCCC2)C(=O)N1CN1CCN(S(=O)(=O)c2ccc(Cl)c(Cl)c2)CC1,1,-2,-2,3,6,-9,-3,0,0,4
COc1ccccc1NC(=O)NN1CCCCC1,0,2,-4,10,2,-1,2,-4,5,-5
C=CCn1c(NCc2cc(C)ccc2O)nc2ccccc21,8,3,-1,-10,-4,-11,-3,-8,7,0
CC1(C)Cc2ccccc2C(N)=C1C#N,-2,-3,0,0,16,2,-5,1,2,0
Nc1c(-c2ccccc2)c(CSc2nc3ccccc3[nH]2)nn1-c1cccc(C(=O)O)c1,1,-2,-4,-1,6,2,2,-5,10,24
Cc1c(C(=O)c2ccccc2)oc2ccc3ccccc3c12,3,-4,3,-14,-6,-6,-1,-9,-4,2
CCN(CC)Cc1c(O)ccc2c(-c3ccccc3)cc(=O)oc12,-1,0,-3,10,2,1,-2,4,9,0
N/C(=N\OC(=O)CCC1CCCC1)c1ccc(Cl)cc1,3,0,-2,0,6,-2,0,5,-8,-2
CCOC(=O)COc1ccc2c(=O)c(-c3ccccc3)coc2c1,-2,0,2,-3,18,0,3,0,3,-5
Cc1ccc(-c2nc(CS(=O)(=O)CC(=O)NC3CCCCCC3)c(C)o2)cc1,6,-5,-2,-2,-8,-6,10,4,-12,-1
O=c1[nH]c2ccc(Br)cc2c(=O)o1,4,3,2,-18,2,6,-7,3,-4,4
Cc1nn(CC(=O)NCC2CCCO2)c(=O)c2ccccc12 (stereo unspecified),4,4,3,3,13,2,-3,-3,2,-1

# One compound at a time, as listed above. Order of screens: MBD2 DNA inh | LEDGF integ inh | PRMT1 inh | HTRA1 inh | TDP2 inh | GC-B act | mABHD4 FP | TCR-CD3 inh | SIAE primary | rCAG RNA binder
# Nc1nc(N)c(Br)c(Nc2ccc(Cl)c(Cl)c2)n1 is entered as -7 | 5 | 2 | -6 | -15 | 1 | -8 | -5 | -7 | 3
# Cc1nn(CC(=O)NCC2CCCO2)c(=O)c2ccccc12 (stereo unspecified) is entered as 4 | 4 | 3 | 3 | 13 | 2 | -3 | -3 | 2 | -1

# Additional entries.
SMILES,MBD2 DNA inh,LEDGF integ inh,PRMT1 inh,HTRA1 inh,TDP2 inh,GC-B act,mABHD4 FP,TCR-CD3 inh,SIAE primary,rCAG RNA binder
Cc1nnc(SC(C)C(=O)Nc2ccc(N3CCOCC3)cc2)n1Cc1ccccc1 (stereo unspecified),2,2,0,2,14,1,5,0,6,-7
Cc1ccc(C(=O)Nn2cnnc2)c(Cl)c1,-5,4,-2,1,-23,1,0,2,1,0
c1ccc2c(OCCCN3CCCCCC3)cccc2c1,-5,2,-2,3,-4,-11,10,5,2,4
CC(=O)CSc1ncnc2nc[nH]c12,-1,1,3,2,-6,7,-2,-5,3,4
CCOC(=O)Cc1cc(=O)n2[nH]c(C)c(-c3ccc(OC)cc3)c2n1,-3,0,-3,4,4,51*,16,0,4,18
N#Cc1c(-c2ccccc2)cc(-c2ccccc2)nc1SCC(=O)O,2,-3,2,-15,6,-7,-10,11,3,55*
CC1(C2CC2)NC(=O)N(CC(=O)NCc2ccc(Cl)cc2Cl)C1=O (stereo unspecified),-11,-2,0,-1,-6,5,2,9,2,2
CC(NC(=O)CCCc1c[nH]c2ccccc12)c1ccc(F)cc1 (stereo unspecified),1,2,0,-12,8,4,-7,-2,12,1
CCCCc1c(-c2ccccc2OC)ncn1C(C)c1ccccc1 (stereo unspecified),0,3,2,nt,2,-24,6,-7,1,0
O=C(COc1ccccc1Cl)Nc1cccc(S(=O)(=O)NC2=NCCCCC2)c1,2,0,0,-7,3,-4,-7,-5,-4,0
COc1cccc(-n2c(SCC(=O)Nc3sc4c(c3C(N)=O)CCC4)nc3ccccc3c2=O)c1,4,2,0,-23,10,4,5,-3,-26,12
CCN(CC)C(=O)c1ccc2sc([C@@H]3O[C@H](CO)[C@H](O)[C@H](O)[C@H]3O)nc2c1,0,3,-2,nt,9,-5,0,-2,-3,2
O=C(C1=C[C@@H](c2ccccc2)C[C@@H](OCc2ccc(CO)cc2)O1)N1CCOCC1,5,-1,1,-4,-2,2,4,4,0,-4
COC(=O)c1ccc(C(=O)NC2CCCc3c2cnn3-c2ccccc2F)nc1 (stereo unspecified),4,2,0,-2,-3,-5,3,-7,-5,-5
O=C(OCCN1C(=O)c2ccccc2C1=O)C1CCN(S(=O)(=O)c2cccs2)CC1,-6,0,1,3,-22,-6,-9,-4,14,-1
O=S(=O)(CCc1nc2ccccc2o1)c1ccc(Cl)c(Cl)c1,1,-1,-3,-2,-1,3,-2,1,5,2
CS(=O)(=O)N1CCN(c2ccccc2NC(=O)c2cc(Br)ccc2Cl)CC1,-3,-8,1,-4,-3,-3,-4,-1,3,3
COc1ccc(OCCSc2ncn[nH]2)cc1,0,-4,-4,4,4,-3,7,0,2,-1
